Autophagy HCS – autophagy modulation, high-content screen; MEF GFP-LC3 puncta imaging; test concentration mostly 10 µM; calls only at 10 µM (by protocol); 190,000 tested, 0.98% active; AID 463193;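 active = percentage of spot-positive cells more than 3 SD above its plate mean, without a fluorescence outlier flag or 80% toxicity; inconclusive = no clear call, values can overlap the other calls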;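 note: spot-positive cell cutoff set from DMSO-treated cells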
Dynein cargo inh – dynein cargo transport inhibition | 3617.4 mouse cells, GR-EGFP nuclear translocation imaging; test concentration mostly 20 µM; stimulated with dexamethasone, 1 µM; active compounds read low | z-score, hits read low | 220,000 tested, 0.47% active;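 active = plate z-score of nuclear minus cytoplasmic receptor signal below a set negative limit, without overly bright fluorescence or cell loss, cut at about -3.5 in these data, passing the limit was not always enough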;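 note: z-score of nuclear minus cytoplasmic ring GR-EGFP intensity difference per well; some compounds called inactive have numbers as strong as hits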
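Buffer or medium: Induction medium lacking tetracycline, stripped serum | Also added: Dexamethasone agonist, 1.0 µM final, for 30 min | Timing: 48 h induction, 1 h compound, 30 min dex at 37 °C | Detection: Formaldehyde fixation, Hoechst nuclear stain, 10x automated fluorescence imaging | Measure: Nuclear versus cytoplasmic GR-EGFP signal, averaged per well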
b-catenin transl – beta-catenin nuclear translocation modulation; HeLa beta-catenin nuclear translocation, immunofluorescence imaging; nuclear translocation activity, % at 5 µM; 190,000 tested, 0.3% active;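 active = nuclear translocation activity above 50% at 5 µM, with a well cell count of 50 or more; inconclusive = wells under 50 cells across six images, flagged as toxic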;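 note: per-cell ratio of nuclear to cytoplasmic median beta-catenin stain intensity; plate controls were DMSO negative control for no effect and GSK-3 inhibitor IX positive control for full effect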
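Technique: fluorescence imaging of beta-catenin antibody stain plus DAPI / Material: human HeLa cell line / Incubation: compound treatment 24 h, 37°C, 5% CO2 / Read-out basis: % activation of per-cell nuclear versus cytoplasmic median beta-catenin signal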
Insulin prom up – MIN6 insulin promoter up-regulation | z-score at 5 µM | 190,000 tested, 0.3% active | MIN6 insulin promoter-GFP reporter, high-content imaging; active compounds read high | AID 1625;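 active = z-score above 3 at 5 µM with at least 500 cells counted in the well; inconclusive = wells under 500 cells, flagged as cytotoxic or low count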
Yfh1-off respiration – enhancers of respiration in Yfh1-depleted yeast, dose response, Friedreich's ataxia, plus single-dose screen (AID 1465); S. cerevisiae Yfh1-off respiration, WST-1 reduction, 72 h; higher fold induction means a stronger effect; one-dose fold induction at 50 µM; EC50 in µM for titrated hits; 220,000 tested, 0.074% active;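 active = fold induction of absorbance versus untreated yeast above a set limit, then at least 30% activation at any dose in follow-up; inconclusive = repeats straddling the limit, or above it without dose testing; inactive = fold induction below the set limit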;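 note: activators that raise dye reduction in frataxin-depleted yeast; strong numbers were not always called active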
WT yeast gro inh – growth inhibition of WT yeast, mitochondrial fusion screen. mitochondrial fusion phenotypic screen, WT strain. inhibition, % at 10 µM. 190,000 tested, 2.1% active. AID 1362; in the data active = inhibition above about 58%; tested in S. cerevisiae
AID2073 – disruptors of CaV2.2 binding to Mint1 – biochemical, HTRF (AID 2073) | one-dose inhibition, % at 20 µM; IC50 in µM for titrated hits | HTRF protein-protein interaction, Mint1-CaV2.2; higher % means a stronger effect | 290,000 tested, 0.19% active; in the data active = inhibition mostly above about 51%, no sharp cut-off; inconclusive = no clear call, values can overlap the other calls; inactive = mostly below about 53%; note: some results filed as inactive read as strong as hits
HIV peptide binding – inhibitors of HIV fusion peptide binding, primary screen, biochemical, uHTS, fluorescence dequenching (AID 1986); cell-free peptide binding, fluorescence dequenching, 30 min; higher % means a stronger effect; one-dose inhibition, % at 20 µM; IC50 in µM for titrated hits; 290,000 tested, 0.3% active; in the data active = inhibition mostly above about 52%, no sharp cut-off; inactive = mostly below about 76%; note: some results filed as inactive read as strong as hits
MT stabilizer – microtubule stabilization, imaging screen | 200,000 tested, 0.83% active | AID 2205 | HeLa tubulin immunostaining HCS, 24 h; share of cells brighter than vehicle mean+2SD | % tubulin-high responders, % at 10 µM;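 active = plate Z-score above 3 for both tubulin-high and condensed-nucleus cell shares, with cell loss under 80%, at 10 µM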;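 note: anti alpha tubulin signal scored within the nucleus-defined area of each cell; some results filed as inactive read as strong as hits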
WT yeast gro inh mutant strain – also measured in WT yeast gro inh; calls as there; inhibition, %; mitochondrial fusion phenotypic screen, mutant strain inhibition
Dynein cargo inh cytoplasmic EGFP – second read-out of Dynein cargo inh, no call of its own (marks repeat the call); z-score; measured here: cytoplasmic GR-EGFP intensity; active compounds read high
Dynein cargo inh nuclear GR-EGFP – further read-out of Dynein cargo inh, marked with its call; z-score; measured here: nuclear GR-EGFP intensity;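 lower value marks the stronger effect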
Dynein cargo inh cell count – recorded beside Dynein cargo inh, whose call it bears; z-score; measured here: cell count per field
Insulin prom up cell count – also measured in Insulin prom up; calls as there; cell count; measured here: cytotoxicity, nuclei count;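 total cells summed across four imaged fields per well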
b-catenin transl cell count 5 µM – second read-out of b-catenin transl, no call of its own (marks repeat the call); cell count; measured here: cell count, cytotoxicity flag
MT stabilizer Hoechst-high % – recorded beside MT stabilizer, whose call it bears; % Hoechst-high responders; measured here: nuclear condensation Hoechst responders;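 share of cells brighter than vehicle mean plus two SD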
MT stabilizer cytotoxicity % – recorded beside MT stabilizer, whose call it bears; toxicity, %; measured here: cytotoxicity by cell density;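 0% = mean cell density of plate MIN control wells and 100% = no cells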
Autophagy HCS cell loss 18 h – further read-out of Autophagy HCS, marked with its call; toxicity, %; measured here: cell loss, nuclei count;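 cell loss after 18 h compound exposure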
An asterisk follows results filed as active; i = inactive; ? = inconclusive; / = not tested or not shown; + = active, no number. Outcome played no part in choosing rows, and some 4.2% of all compounds hit somewhere here.

SMILES | Autophagy HCS | Autophagy HCS cell loss 18 h | Dynein cargo inh | Dynein cargo inh cytoplasmic EGFP | Dynein cargo inh nuclear GR-EGFP | Dynein cargo inh cell count | b-catenin transl | b-catenin transl cell count 5 µM | Insulin prom up | Insulin prom up cell count | Yfh1-off respiration | WT yeast gro inh | WT yeast gro inh mutant strain | AID2073 | HIV peptide binding | MT stabilizer | MT stabilizer Hoechst-high % | MT stabilizer cytotoxicity %
CCCn1c(CN2CCN(C(=O)c3ccco3)CC2)nc2c1c(=O)n(C)c(=O)n2C | / | / | -0.95 | -0.11 | -0.24 | -0.37 | -3.7 | 1179 | -0.24 | 2016 | i | 17 | 10 | ? | 1.0% | 4.0 | 1.8 | 5.1
O=C(O)CSc1nnc(COc2ccc([N+](=O)[O-])cc2)n1-c1ccccc1 | i | -1 | 1.5 | -0.32 | 1 | -0.37 | 1.1 | 997 | 0.09 | 1584 | i | -18 | -13 | 28% | 0.2% | 3.5 | 1.7 | 3.3
CSc1nc(NCc2ccco2)c2c3c(sc2n1)CN(C)CC3 | i | 7 | 0.093 | -0.33 | 0.23 | -0.58 | -2.7 | 1221 | / | / | i | 9 | 5 | 20% | 14% | 7.3 | 2.0 | 0.7
O=C1Nc2ccccc2N=C(c2ccccc2)C1Br (stereo not drawn) | i | -2 | -0.17 | -0.37 | 0.14 | 3 | -2.2 | 1036 | 0.29 | 1413 | i | 17 | -5 | 0% | -2.1% | 1.2 | 0.8 | 0.5
COC(=O)c1ccc(C(C2C(=O)CC(C)(C)CC2=O)C2C(=O)CC(C)(C)CC2=O)cc1 | / | / | 0.12 | -0.26 | -0.064 | 0.74 | 0.8 | 1333 | 0.17 | 1103 | i | / | / | 5% | -0.5% | / | / | /
CCn1c(SCC(=O)Nc2cccc(C)c2)nc2c(c1=O)SC(C)C2 (stereo not drawn) | / | / | -1.2 | -0.19 | -0.67 | 0.36 | 1.0 | 1046 | / | / | i | 11 | 10 | -2% | -2.2% | 4.1 | 2.7 | 4.8
COc1ccc(C(NC(N)=O)c2ccccc2)cc1 (stereo not drawn) | i | 7 | -0.49 | -0.26 | -0.012 | 0.73 | -2.9 | 899 | -0.31 | 1152 | i | -15 | 0 | -7% | -1.0% | 6.7 | 2.8 | 13
COc1ccc(-c2n[nH]c(C)c2-c2cc(OC)ccc2O)cc1 | i | -5 | 0.51 | 0.035 | 0.66 | -1.4 | -0.6 | 1046 | 0.49 | 815 | i | -9 | -11 | -39% | -1.4% | 1.5 | 1.4 | 2.1
C#CCOCCOCCOCCNc1nc(N2CCN(C(=O)[C@H](CCCCN)n3cc(C(N)[C@H](C)CC)nn3)CC2)nc(N2CCN(C(=O)[C@H](CCC(=O)O)n3cc(C(N)[C@H](C)CC)nn3)CC2)n1 (stereo partly drawn) | i | 6 | 0.27 | -0.27 | 0.47 | -0.23 | -1.6 | 1043 | 0.82 | 1454 | / | 2 | 12 | 8% | -1.8% | 1.8 | 2.0 | 3.5
COc1cccc(C(=O)Nc2c(F)cccc2F)c1 | i | 28 | -0.74 | -0.27 | -0.24 | -0.27 | 3.2 | 1051 | 0.47 | 1331 | i | 1 | -3 | 8% | 0.4% | 1.1 | 1.1 | 5.6
COC(=O)C(NC(C)=O)(Nc1nc2c(C)cc(C)cc2s1)C(F)(F)F (stereo not drawn) | i | 1 | -0.76 | -0.22 | -0.11 | 0.38 | 1.6 | 1020 | / | / | i | -11 | -24 | -6% | 2.5% | 18 | 6.3 | 19
O=C1OCCC1N1C(=O)c2ccccc2S1(=O)=O (stereo not drawn) | i | -2 | -0.15 | -0.091 | -0.061 | 0.36 | -1.7 | 1104 | 0.68 | 1314 | i | 7 | 3 | -2% | -2.6% | 1.6 | 1.4 | 3.3
Cc1ccc(S(=O)(=O)NCC(=O)OCC(=O)c2ccc(Br)s2)cc1 | i | -11 | -0.58 | -0.17 | 0.23 | 0.8 | -1.9 | 1087 | 0.42 | 888 | i | 2 | 3 | 20% | 11% | 2.7 | 1.5 | 7.2
CCOc1cc(C(=O)OCC(=O)Nc2cc(C)on2)cc(OCC)c1OCC | i | -2 | 1.9 | -0.16 | 1.2 | -0.96 | -3.4 | 1026 | -0.09 | 800 | i | 3 | 5 | 30% | -0.8% | 1.4 | 1.0 | 9.9
Cc1cc(C)n2c(SCC#N)nnc2n1 | i | -5 | 0.41 | -0.25 | 0.39 | 0.37 | -3.3 | 1109 | -0.58 | 1542 | i | 3 | -3 | -3% | 1.0% | 4.2 | 1.9 | 0.4
Cc1ccc(CCNC(=O)c2coc3nc4ccccc4nc23)cc1 | i | -8 | 1.7 | -0.14 | 0.51 | 0.052 | 3.7 | 1368 | 0.1 | 1498 | / | 10 | 1 | 6% | 2.9% | 2.1 | 1.8 | 8.8
Cc1ccc(O)c(C(=O)CC(=O)c2ccccc2Cl)c1 | i | 13 | 0.48 | -0.29 | 0.27 | 1 | -0.5 | 1521 | -0.05 | 1452 | i | 55 | 39 | 26% | 5.6% | 1.7 | 0.9 | 0.6
Cc1cc(Cl)ccc1Nc1ncccc1C(N)=O | i | 7 | -0.66 | -0.18 | -0.46 | 0.35 | 2.0 | 516 | -0.46 | 1260 | i | 17 | 10 | 7% | -1.2% | 4.7 | 2.5 | 6.8
CCOc1ccc(NC(=O)N2CCC(c3ccc(C)cc3)C2)cc1 (stereo not drawn) | i | -2 | 0.93 | -0.08 | 0.33 | -0.23 | / | / | / | / | i | -7 | -7 | 0% | -2.3% | 1.6 | 1.7 | 5.3
O=C(Nc1nc2c(s1)CCc1ccccc1-2)c1ccco1 | i | 0 | 2.8 | 0.32 | 2.3 | -3 | 0.4 | 1023 | -0.2 | 1749 | i | 54 | 40 | -2% | -2.8% | 5.8 | 1.5 | 2.4
CCCCCn1nc(C)c(/C=N\NC(=O)c2cc(C)oc2C)c1C | i | 2 | -0.43 | -0.2 | -0.17 | 0.035 | -1.1 | 1226 | -0.16 | 1053 | i | -1 | 8 | 18% | 5.2% | 3.1 | 2.7 | 9.4
O=[N+]([O-])c1ccc(Nc2ccccc2)nc1 | i | 2 | 0.42 | -0.2 | 0.54 | -1.5 | 0.6 | 1128 | -0.66 | 1479 | i | -35 | 5 | 4% | -2.3% | 1.1 | 2.3 | 4.7
O=C(N=Nc1c(O)[nH]c2ccc([N+](=O)[O-])cc12)c1ccccc1Cl | / | / | -0.57 | -0.23 | -0.25 | 0.59 | -2.6 | 1095 | -1.1 | 1323 | i | / | / | 19% | -4.5% | / | / | /
CCCCn1c(SCC(=O)Nc2nnc(C)s2)nnc1-c1ccncc1 | i | -9 | 0.85 | -0.17 | 0.81 | -1.1 | 0.3 | 934 | -0.36 | 1476 | i | -1 | -10 | 1% | -0.9% | 2.3 | 1.3 | 2.1
CCOc1ccc(N2CC(C(=O)Nc3ccc(OC)c(S(=O)(=O)N4CCCCC4)c3)CC2=O)cc1 (stereo not drawn) | i | 7 | -0.065 | -0.28 | 0.47 | 0.94 | 4.3 | 1041 | 0.13 | 1292 | i | 4 | -3 | 7% | -1.6% | 4.4 | 2.9 | 3.0
CN(C)S(=O)(=O)c1cccc(NC(=O)c2ccc3nccnc3c2)c1 | / | / | -0.067 | -0.25 | 0.064 | 0.32 | -0.3 | 1335 | 0.38 | 945 | i | / | / | 12% | -2.2% | / | / | /
CCOC(=O)Cc1nc2ccccc2n(CC#N)c1=O | i | -6 | 0.23 | -0.27 | 0.16 | 0.079 | -2.8 | 1134 | 0.4 | 989 | i | -8 | 10 | 8% | 0.2% | 1.7 | 2.7 | 7.6
COc1ccc(C)cc1NC(=O)CSc1nnc(CC(=O)Nc2cccc(C(F)(F)F)c2)n1C | i | -13 | 2 | 0.049 | 1.1 | -1.1 | 2.3 | 1171 | -0.75 | 828 | i | -7 | -9 | 3% | -1.8% | 2.3 | 0.8 | 6.6
O=S1(=O)Cc2cc3ccccc3cc2C1 | i | 16 | -0.32 | -0.31 | 0.027 | 0.56 | 0.1 | 1015 | -0.25 | 1381 | i | -5 | -3 | 3% | 0.2% | 3.9 | 2.6 | 5.2
COc1ccc(C2Sc3nncn3N2Cc2ccc(C#N)cc2)cc1 (stereo not drawn) | + | 0.0* | -0.093 | -0.19 | 0.12 | 0.18 | -3.6 | 925 | 0.7 | 1407 | i | -11 | -16 | -2% | 1.3% | 3.0 | 1.3 | 5.5
Cc1cc(N)n(-c2ccc(S(=O)(=O)N3CCCC3)cc2[N+](=O)[O-])n1 | / | / | 2 | -0.058 | 2.1 | -2.9 | 1.1 | 1305 | -0.57 | 849 | i | / | / | 4% | -2.1% | / | / | /

Fetched by compound from the entries so far (2):
SMILES | Autophagy HCS | Autophagy HCS cell loss 18 h | Dynein cargo inh | Dynein cargo inh cytoplasmic EGFP | Dynein cargo inh nuclear GR-EGFP | Dynein cargo inh cell count | b-catenin transl | b-catenin transl cell count 5 µM | Insulin prom up | Insulin prom up cell count | Yfh1-off respiration | WT yeast gro inh | WT yeast gro inh mutant strain | AID2073 | HIV peptide binding | MT stabilizer | MT stabilizer Hoechst-high % | MT stabilizer cytotoxicity %
CN(C)S(=O)(=O)c1cccc(NC(=O)c2ccc3nccnc3c2)c1 | / | / | -0.067 | -0.25 | 0.064 | 0.32 | -0.3 | 1335 | 0.38 | 945 | i | / | / | 12% | -2.2% | / | / | /
COc1cccc(C(=O)Nc2c(F)cccc2F)c1 | i | 28 | -0.74 | -0.27 | -0.24 | -0.27 | 3.2 | 1051 | 0.47 | 1331 | i | 1 | -3 | 8% | 0.4% | 1.1 | 1.1 | 5.6
